CFTR F508del cor = CFTR F508del correction in bronchial cells; AID 720511; CFBE cells, YFP halide quenching; stimulated with forskolin plus potentiator P3; % fluorescence drop versus neutral controls; 0.36% of 350,000 active; activity (quench increase), % at 7.58 µM;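 active = mean added fluorescence quench of at least 8% versus neutral control, with both replicates also reaching 8%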;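 note: cells transiently co-express mutant CFTR-F508del with the halide-sensitive YFP; corrector assay measuring rescue of mutant channel to the surface after 24 h compound exposure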
RAD54 inh = inhibitors of human RAD54 branch migration. Q92698. RAD54 Holliday junction branch migration, FAM/BHQ fluorescence. inhibition, % at 10.4 µM. 0.14% of 360,000 active;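 active = mean normalized replicate activity at least 40 and at least half of replicates scoring 40 or more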;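 note: 0% = median of neutral control wells and 100% = median of positive control wells; inhibitors cause a drop in the FAM fluorescence signal; in these data hits start at about 50%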
ERAP1 inh = inhibitors of human ERAP1 aminopeptidase; 0.15% of 340,000 active; inhibition, % at 10.7 µM; recombinant ERAP1, Leu-AMC fluorescence, 60 min; Q9NZ08;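 active = mean replicate inhibition of at least 30%, or all replicates individually reaching that 30% level; inactive = mean below 30% and not every replicate reaching it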;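 note: 0% = neutral control wells and 100% = L-leucinethiol positive control wells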
RAD52 anneal inh = inhibitors of human RAD52 DNA annealing; P43351; recombinant RAD52 DNA annealing, FRET fluorescence; inhibition, % at 18.7 µM; 0.46% of 360,000 active; AID 651710;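 active = every replicate showing at least 50% inhibition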
Target sequence (P43351 whole entry, looked up): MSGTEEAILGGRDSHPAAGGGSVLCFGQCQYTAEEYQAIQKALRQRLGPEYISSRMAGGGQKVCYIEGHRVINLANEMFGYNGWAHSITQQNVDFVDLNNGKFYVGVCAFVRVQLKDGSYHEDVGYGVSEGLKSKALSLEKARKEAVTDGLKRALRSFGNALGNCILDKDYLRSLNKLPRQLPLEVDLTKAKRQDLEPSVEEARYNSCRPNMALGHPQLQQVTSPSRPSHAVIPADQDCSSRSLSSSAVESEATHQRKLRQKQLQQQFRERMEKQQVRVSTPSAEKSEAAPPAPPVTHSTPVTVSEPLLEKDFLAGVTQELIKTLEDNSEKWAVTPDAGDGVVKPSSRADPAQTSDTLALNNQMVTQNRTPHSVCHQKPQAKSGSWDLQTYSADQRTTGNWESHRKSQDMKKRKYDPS
esBAF inh = inhibitors of esBAF chromatin remodeling in mouse ES cells | reporter increase, % at 12.5 µM | 2% of 350,000 active | Bmi1-luciferase knock-in reporter, 24 h; 100% = twice the neutral-well signal | AID 602393; in the data active = activation above about 40%;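 note: 0% = median of the plate's neutral control wells and 100% = double that signal; a rise in the Bmi1 reporter signal indicates esBAF inhibition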
Xi reactivation = X-chromosome reactivation activator. XiGFP mouse fibroblasts, % GFP-positive cells imaging, 3 d; cells co-treated with 5-aza-dC sensitizer; scaled so ellipticine positive control = 100%. AID 743238. activation, % at 7.58 µM. 0.055% of 360,000 active;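 active = mean normalized replicate activation at least 10% and every replicate at or above 10%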;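 note: 0% = median of on-plate neutral control wells and 100% = ellipticine 6 µM median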
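Material: SV40-immortalized XiGFP fibroblast cells, line 68-5-11 | Buffer or medium: DMEM containing 5-aza-dC | Dosing: One concentration, pinned | Times: 3 d treatment, 15 min room-temperature fixation | Controls: Ellipticine 6 µM positive control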
GSIS activator = primary screen for activators of insulin secretion dependent on glucose, INS-1E cells, GLuc reporter luminescence. INS-1E GLuc reporter insulin secretion, 2-3 h. activation, % at 16.6 µM. 0.61% of 370,000 active. AID 743287;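 active = lowest replicate activation of at least 40%, so every replicate reaches that level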;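 note: 0% = median of neutral control wells and 100% = median of IBMX positive control wells; some compounds called inactive have numbers as strong as hits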
ARNT-TACC3 inh = ARNT/TACC3 interaction disruption; Q9Y6A5; AlphaScreen His-ARNT PAS-B/GST-TACC3 binding, luminescence; TACC3 fragment carries E629A point mutation; inhibition, % at 9.99 µM; 0.66% of 390,000 active; AID 623870;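 active = mean inhibition of replicates at least 50% and at least half of replicates each reaching 50%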;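 note: 0% = complete ARNT plus TACC3 wells and 100% = ARNT alone without TACC3; many hits fall short of the cut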
* hit, by the source's call; / = no result given.

SMILES	CFTR F508del cor	RAD54 inh	ERAP1 inh	RAD52 anneal inh	esBAF inh	Xi reactivation	GSIS activator	ARNT-TACC3 inh
CC1CCN(S(=O)(=O)c2nnc(NC(=O)c3ccccc3Br)s2)CC1	-0.7	-6	4	-9	-9	0.3	-24	-2
COc1ccc(OCc2n[nH]c(=S)n2N)cc1	-0.5	/	0	-22	12	0.3	1	-1
O=C(C[C@H]1C=C[C@@H](NC(=O)Nc2ccccc2F)[C@@H](CO)O1)NCc1ccccc1	-1.0	/	-8	1	/	0.3	6	/
COc1ccc(NC(=O)c2ccc(COCC(F)(F)C(F)F)cc2)cc1	/	/	0	3	/	0.1	6	-12
Cc1ccc(S(=O)(=O)N[C@@H]2CC[C@H](CCn3cc(C(C)C)nn3)O[C@@H]2CO)cc1	-4.2	-7	2	-6	4	-0.6	-2	-3
CCCCNC(=S)NCc1ccc2[nH]c(C)cc2c1	1.1	-8	-1	-17	5	0.0	-15	1
CC(C)(C)c1nc2ccccc2c2nnc(SCC(=O)Nc3nc4ccccc4s3)n12	/	10	1	-11	-9	/	23	1
COc1ccc(-c2cn(CC[C@@H]3CC[C@H](NC(=O)NC(C)C)[C@H](CO)O3)nn2)cc1	-0.2	0	4	11	0	-0.1	2	-9
Cc1ccc(-c2nn(CCC(N)=O)c(=O)c3ccccc23)cc1	/	-2	-3	-25	-6	/	31	0
Nc1cc(Cl)ccc1Oc1ccc(Cl)cc1	/	-16	/	/	-1	/	16	-16
C[C@@H]1CN([C@@H](C)CO)C(=O)c2cc(C3=CCCC3)cnc2O[C@@H]1CN(C)C(=O)NC1CCCC1	1.2	-7	0	7	-3	0.4	38	/
C/C(=N\NC(=O)c1ccn(C)n1)c1cccc(NC(=O)c2ccc(C)s2)c1	-0.9	-9	-3	-24	/	0.2	-4	2
COCc1cc(C)nc(SCc2ccccc2Cl)c1C#N	-1.1	/	1	-18	0	0.0	1	11
N[C@H]1C(O)O[C@H](CO)[C@@H](O)[C@@H]1O (stereo not given in full)	4.5	-6	-2	-6	4	0.0	0	-7
NC(=O)C1CCCN(C(=O)CN2C(=O)NC(c3ccccc3)(c3ccccc3)C2=O)C1 (stereo not given)	-0.4	-5	-2	-7	/	0.3	-3	3
O=S(=O)(/N=C(/NS(=O)(=O)c1ccccc1)c1ccccc1)c1ccccc1	-1.0	0	-6	-12	-3	0.6	23	-5
O=C(O)c1ccc(CN2C[C@@H](CO)O[C@@H](n3cnc4c(NCc5ccc(F)cc5)ncnc43)C2)cc1	1.3	-1	-4	-12	2	0.2	11	/
COc1ccc(CN(C)C[C@@H]2Oc3c(NC(=O)Nc4ccc(OC)cc4)cccc3C(=O)N([C@@H](C)CO)C[C@@H]2C)cc1	2.2	3	0	9	-6	0.2	4	-1
COc1ccc(-c2cc(C(=O)N3CCN(c4cccc(C)c4C)CC3)c3ccccc3n2)cc1OC	/	-7	4	-20	12	/	4	-12
Cc1noc(C)c1NC(=O)N(C)C[C@@H]1Oc2c(NS(=O)(=O)c3ccccc3)cccc2C(=O)N([C@@H](C)CO)C[C@@H]1C	-0.4	-4	1	-6	1	-1.0	14	-2
CCN(C(=O)CSc1nnc2ccccn12)c1c(N)n(Cc2ccccc2)c(=O)[nH]c1=O	-2.3	/	-1	-7	-2	0.0	18	-13
Cc1cc(Cl)ccc1OCC(=O)NCC(c1cccs1)N1CCOCC1 (stereo not given)	-3.5	/	4	-2	/	0.2	11	-4
COc1cc(O)c(C(CC(=O)N2CCCC2)c2ccc3c(c2)OCO3)c(OC)c1 (stereo not given)	-1.7	3	3	-10	-7	-0.1	-11	-2
O=C(Nc1nnc(SCc2ccccc2)s1)c1cc2c(s1)CCCC2	/	-8	/	/	13	/	10	-2
O=C(CCc1ccc(S(=O)(=O)N2CCOCC2)cc1)N/N=C/c1ccc(F)cc1F	0.9	6	0	-14	-7	-0.1	-5	0
Following part.
SMILES	CFTR F508del cor	RAD54 inh	ERAP1 inh	RAD52 anneal inh	esBAF inh	Xi reactivation	GSIS activator	ARNT-TACC3 inh
O=C1CSc2ccccc2N1	-0.6	12	-2	3	-4	0.1	/	/
O=C(COC(=O)c1cc([N+](=O)[O-])ccc1NCCO)Nc1cccnc1Cl	2.5	1	2	-38	-2	-0.1	16	29
C[C@@H]1CN([C@@H](C)CO)C(=O)c2cc(-c3ccncc3)cnc2O[C@H]1CN(C)C(=O)C1CCCCC1	-1.7	-3	-1	-3	-2	0.0	2	-9
O=C(Nc1cccc(Cl)c1)N[C@H]1CC[C@@H](CCNC(=O)C2CCCCC2)O[C@H]1CO	-2.6	-6	-1	-14	9	0.0	10	6
O=C(C[C@@H]1CC[C@@H]2[C@H](COC[C@H](O)CN2C(=O)c2ccccc2)O1)NC1Cc2ccccc2C1	-1.9	-3	2	-13	5	0.0	7	-7
CCn1c(SCC(=O)Nc2cc(C)on2)nc2sc3c(c2c1=O)CCCC3	-0.2	-5	2	-20	3	/	8	1
CC1CCCN(c2ccc(F)cc2N)C1 (stereo not given)	-2.6	/	-1	15	/	0.0	-13	15
O=[N+]([O-])c1cc(C=NN2CCCCCC2)ccc1Cl	6.9	/	-1	-10	74*	0.1	/	/
Cc1cccc(C(=O)N2CCNC(=O)C2CC(=O)Nc2cccc(Cl)c2)c1 (stereo not given)	1.6	-11	5	-9	/	0.0	25	-16
Cc1ccc(-n2[nH]c(C)c(C=Nc3ccc(S(=O)(=O)Nc4nccs4)cc3)c2=O)cc1C	2.5	/	-2	-22	/	0.2	-13	9
COc1ccc(-c2csc(-c3[nH]cnc3N)n2)cc1	2.3	/	-2	1	/	0.2	5	20
CC(C)N(C(=O)CSc1ncnc2sc(-c3ccccc3)cc12)C(C)C	/	3	/	/	59*	/	9	2
C[C@H](O)[C@@H]1CN2CCc3ccc(-c4ccc5c(c4)OCO5)cc3[C@@H]2C[C@@H]1N(C)C(=O)c1cccc(Cl)c1	2.6	/	-1	-87	/	0.4	188*	/
O=C(O)c1cc(-c2ccc(-c3ccc(F)cc3)o2)nc2ccccc12	1.3	-6	-13	-19	20	0.1	-19	-5
C[C@@H]1CN([C@@H](C)CO)C(=O)c2cccc(NC(=O)c3cnccn3)c2O[C@@H]1CN(C)S(=O)(=O)c1cn(C)cn1	2.4	-2	1	8	0	-0.6	-3	-3
C[C@@H]1CN([C@@H](C)CO)C(=O)Cc2cc(NC(=O)NC3CCCCC3)ccc2O[C@H]1CN(C)Cc1ccc(C(=O)O)cc1	0.4	2	4	18	-2	0.0	-4	-3
CSc1cccc(NC(=S)NC(=O)CCc2ccccc2)c1	0.0	-1	0	-11	6	-0.1	-11	-7
COc1cccc(N2CCN(C(=O)c3ccc(CS(=O)Cc4ccccc4Cl)o3)CC2)c1 (stereo not given)	0.2	0	1	1	3	0.1	-25	6
O=C(C[C@@H]1CC[C@H](NC(=O)c2cccnc2)[C@@H](CO)O1)NCc1ccc(Cl)c(Cl)c1	0.2	-4	-1	-6	-2	0.4	2	3
O=C(c1ccc(F)cc1)C1CCN(C(=O)c2ccccc2)CC1	-2.0	-8	19	-2	-6	0.0	/	20
Cc1c(C(=O)Nc2ccccc2F)sc2ncn(CC(=O)N3CCCCC3)c(=O)c12	-1.5	-4	-1	-8	4	0.0	0	-4
COc1ccccc1OCCCC(=O)Nc1nnc(C2CCCO2)s1 (stereo not given)	-0.5	7	3	-32	-3	0.3	3	1
CC(=O)N(C)C[C@H]1Oc2cc(-c3ccc(C)cc3)ccc2S(=O)(=O)N([C@@H](C)CO)C[C@H]1C	-1.8	-15	1	5	-2	0.2	-6	-3
CC1(C(=O)NS(=O)(=O)c2cccc(C#N)c2)CCN1C(=O)c1ccco1 (stereo not given)	-1.6	5	-1	-1	1	0.0	/	/
COc1ccc(S(=O)(=O)N(C)C[C@H]2OCCCC[C@H](C)Oc3ccc(NC(=O)CCC(F)(F)F)cc3C(=O)N([C@@H](C)CO)C[C@@H]2C)cc1	0.1	7	-2	-44	1	0.1	-19	2
Next results
SMILES	CFTR F508del cor	RAD54 inh	ERAP1 inh	RAD52 anneal inh	esBAF inh	Xi reactivation	GSIS activator	ARNT-TACC3 inh
O=C(O)c1cccnc1	1.1	-1	0	-6	0	-0.1	/	-8
CN(C(=O)CN1C(=O)/C(=C/c2ccccc2Cl)SC1=S)C1CCS(=O)(=O)C1 (stereo not given)	3.4	/	3	-10	6	0.0	11	-3
CC(C)(C)NNC(=S)Nc1cccc(C(F)(F)F)c1	3.5	-1	-1	0	/	0.0	/	-5
CC(=O)NS(=O)(=O)c1ccc(NC(=O)CSc2ccc(C)cc2)cc1	-0.5	-2	6	1	-1	0.0	7	-10
C[C@@H]1CN([C@@H](C)CO)C(=O)c2c(c3ccccc3n2C)-c2ccccc2CO[C@H]1CN(C)C(=O)Nc1ccc(F)cc1	0.0	0	1	14	0	0.7	-28	18
Cc1ccc(S(=O)(=O)N(C)C[C@H]2OCCCC[C@H](C)Oc3ccc(NS(C)(=O)=O)cc3C(=O)N([C@H](C)CO)C[C@@H]2C)cc1	-1.8	6	2	1	-2	0.2	3	2
NC(=O)c1ncc(C(F)(F)F)cc1Oc1cccc(C(F)(F)F)c1	/	-7	/	/	-3	/	8	-7
Cn1c2c(c(=O)n(C)c1=O)CN(Cc1ccc3c(c1)OCO3)CN2	/	10	/	/	-5	/	3	-1
Cc1ncc(CO)c2cc(C(=O)Nc3ccccc3Cl)c(=Nc3cccc(C(N)=O)c3)oc12	-6.1	-5	4	1	4	0.3	7	0
C[C@H](CO)N1C[C@H](C)[C@@H](CN(C)Cc2ccc(-c3ccccc3)cc2)OCc2cn(nn2)CCCC1=O	-0.9	/	/	/	-1	0.0	4	/
C[C@H]1CN([C@@H](C)CO)C(=O)c2cc(C#CCN(C)C)cnc2O[C@@H]1CN(C)Cc1ccc(C(=O)O)cc1	/	-12	1	-7	-4	0.2	2	-5
CCC(=O)N1CC2(CN(Cc3ccncc3)C2)c2c(n(C)c3cc(OC)ccc23)[C@H]1CO	0.9	/	-2	-2	/	0.3	11	/
Cc1cc(C)c(S(=O)(=O)N2CCOCC2)c(C)c1N(C)S(=O)(=O)c1ccccc1	-1.8	6	-2	-6	4	0.0	8	7
COc1ccc(CN(C)C[C@@H]2OCCCC[C@H](C)Oc3ccc(NS(=O)(=O)c4ccc(C)cc4)cc3C(=O)N([C@H](C)CO)C[C@H]2C)cc1	-2.1	1	2	26	-2	0.9	-30	-1
C[C@@H]1CN([C@H](C)CO)S(=O)(=O)c2ccc(-c3ccccc3F)cc2O[C@@H]1CN(C)S(C)(=O)=O	-1.8	-2	3	8	11	-0.3	35	-1
O=C(C1CC(=O)N(c2ccccc2)C1)N1CCN(c2ccccc2)CC1 (stereo not given)	0.4	-3	2	-7	1	-0.1	-2	-5
CC1SC(C)C(=O)N(CC(=O)NC2CCCCC2)C1=O (stereo not given)	-1.4	-5	0	-11	3	-0.1	8	3
Nc1ccc2[nH]c(=S)[nH]c2c1	3.3	-1	-1	-4	2	0.3	-1	-1

Molecules shown so far that contain a COOH group, in the order listed:
SMILES	CFTR F508del cor	RAD54 inh	ERAP1 inh	RAD52 anneal inh	esBAF inh	Xi reactivation	GSIS activator	ARNT-TACC3 inh
O=C(O)c1ccc(CN2C[C@@H](CO)O[C@@H](n3cnc4c(NCc5ccc(F)cc5)ncnc43)C2)cc1	1.3	-1	-4	-12	2	0.2	11	/
O=C(O)c1cc(-c2ccc(-c3ccc(F)cc3)o2)nc2ccccc12	1.3	-6	-13	-19	20	0.1	-19	-5
C[C@@H]1CN([C@@H](C)CO)C(=O)Cc2cc(NC(=O)NC3CCCCC3)ccc2O[C@H]1CN(C)Cc1ccc(C(=O)O)cc1	0.4	2	4	18	-2	0.0	-4	-3
O=C(O)c1cccnc1	1.1	-1	0	-6	0	-0.1	/	-8
C[C@H]1CN([C@@H](C)CO)C(=O)c2cc(C#CCN(C)C)cnc2O[C@@H]1CN(C)Cc1ccc(C(=O)O)cc1	/	-12	1	-7	-4	0.2	2	-5

From PubChem
